# Compound activity from PubChem BioAssay.
# aSyn yeast inh = inhibitors of alpha-synuclein toxicity in yeast | Yeast expressing alpha-synuclein, growth rescue, BacTiter-Glo, 24 h | Potency, µM (series often up to 46.1 µM), for inactives: at the highest dose growth rescue (activation), most hits filed as activators | actives 0.14% (n = 370,000) | AID 652106; note: % of control where 0% means no effect; nearly all actives have a fitted effect of over 65% in size
#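 Galactose-induced alpha-syn yeast (OD600=0.02, raffinose-pregrown) + pinned cpd, 24 hr, 30 deg C; growth by BacTiter-Glo luminescence. Growth restoration scores as activation.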
# EPAC2 antag = antagonists of human EPAC2; AID 720708; actives 0.18% (n = 360,000); EPAC2 GEF exchange of Rap1B-BODIPY-GDP, fluorescence; Potency, µM (doses to about 114 µM), for the others: top-dose activity, negative = inhibition, most hits filed as inhibitors; note: % is set by controls: 0 for no effect and ±100 for the full control effect; nearly all actives have a fitted effect of over 45% in size; many of its hits are not listed in these tables
# TDP-43 yeast inh = TDP-43 toxicity inhibition in yeast; TDP-43 expressing yeast growth rescue, BacTiter-Glo, 24 h; Potency, µM (series often up to 46.1 µM), inactives show top-dose growth rescue (activation), hits mostly activators; actives 1.8% (n = 410,000); note: % of control where 0% means no effect; nearly all actives have a fitted effect of over 50% in size
#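 Cell-based yeast growth screen: TDP-43 expression induced in galactose, inoculum OD600=0.02 after raffinose pregrowth to mid-log. Read-out BacTiter-Glo luminescence at 24 hr, 30 deg C; inhibition of toxicity seen as signal increase.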
# EPAC1 antagonist = EPAC1 (human) antagonism. actives 0.14% (n = 360,000). EPAC1 GEF assay, Rap1b-BODIPY-GDP exchange fluorescence. Potency, µM (titrated, usually from 115 µM), without a hit: top-dose activity change, negative = inhibition, most hits filed as inhibitors. O95398. AID 720709;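 note: plate controls were vehicle for no effect and positive control for full effect; nearly all actives have a fitted effect of over 50% in size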
# Target sequence (O95398 whole entry, looked up): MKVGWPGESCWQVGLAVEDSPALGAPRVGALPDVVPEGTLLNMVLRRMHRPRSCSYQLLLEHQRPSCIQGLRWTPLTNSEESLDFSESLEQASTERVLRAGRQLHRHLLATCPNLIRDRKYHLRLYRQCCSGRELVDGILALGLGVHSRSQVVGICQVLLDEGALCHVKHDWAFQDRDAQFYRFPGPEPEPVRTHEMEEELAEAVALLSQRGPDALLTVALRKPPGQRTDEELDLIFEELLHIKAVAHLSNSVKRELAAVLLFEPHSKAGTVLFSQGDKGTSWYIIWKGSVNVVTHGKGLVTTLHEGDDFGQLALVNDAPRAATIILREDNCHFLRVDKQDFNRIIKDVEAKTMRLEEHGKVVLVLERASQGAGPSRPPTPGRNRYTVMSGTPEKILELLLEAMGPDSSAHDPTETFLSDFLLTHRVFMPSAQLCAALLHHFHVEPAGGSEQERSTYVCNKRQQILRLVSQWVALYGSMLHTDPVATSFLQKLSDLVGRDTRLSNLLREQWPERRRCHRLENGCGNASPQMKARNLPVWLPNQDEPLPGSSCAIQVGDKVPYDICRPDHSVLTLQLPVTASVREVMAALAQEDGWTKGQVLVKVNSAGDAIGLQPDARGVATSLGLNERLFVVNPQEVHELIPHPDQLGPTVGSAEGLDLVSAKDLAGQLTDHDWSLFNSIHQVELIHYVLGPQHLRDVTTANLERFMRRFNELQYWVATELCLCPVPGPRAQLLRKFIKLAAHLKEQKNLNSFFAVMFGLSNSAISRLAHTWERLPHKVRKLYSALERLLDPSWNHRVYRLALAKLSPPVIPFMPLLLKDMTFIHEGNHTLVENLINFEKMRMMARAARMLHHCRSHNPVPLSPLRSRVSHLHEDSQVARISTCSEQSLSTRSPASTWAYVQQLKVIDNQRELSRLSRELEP
# PTHR1 agonist = activates the human parathyroid hormone receptor PTHR1. Q03431. HEK293 GP2 PTHR1 cells, GloSensor cAMP luminescence, 1 h. Potency, µM (top dose mostly 115 µM), for inactives: at the top dose activation, most hits filed as activators. actives 0.075% (n = 410,000). AID 743266; note: nearly all actives have a fitted effect of over 55% in size; some results filed as inactive show a strong effect at the top dose; inactives centre near -15; many of its hits are not listed in these tables
#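 HEK-293-derived GP2 cells expressing PTHR1 and a GloSensor cAMP reporter, 3,000/well, plated overnight, given luciferin plus IBMX (each 0.5 mM as added) for 1 h at 37 °C, then compound for 1 h at 37 °C. Luminescence was read after 15 min at room temperature.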
# EPAC2 ag = agonists of human EPAC2 (RAPGEF4); Q8WZA2; EPAC2 activation, biochemical qHTS; response scale: 100% = 6.5 mM cAMP response; Potency, µM (highest dose often 154 µM), inactives show at the top dose activation, most hits filed as activators; actives 0.079% (n = 360,000); AID 720711; note: nearly all actives have a fitted effect of over 50% in size
#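 Readout is BODIPY fluorescence (480 nm excitation, 540 nm emission), which falls as labeled GDP is exchanged off Rap1B. EPAC2 at 100 nM acted on 250 nM RAP1B-BODIPY-GDP with 50 uM GDP present.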
# FUS yeast rescue = rescues growth of FUS-expressing yeast. S. cerevisiae FUS-expressing, growth rescue, OD600, 24 h. Potency, µM (series often up to 76.6 µM), for the others: at the top dose growth rescue (activation), most hits filed as activators. actives 0.24% (n = 390,000). AID 1347120;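 note: plate controls were DMSO vehicle for no effect and reference control for full effect; nearly all actives have a fitted effect of over 55% in size; some results filed as inactive show a strong effect at the top dose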
#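 Compound concentration series was pinned onto galactose-induced FUS-expressing yeast seeded at OD 0.005. Plates sat 24hr at 30C; absorbance at 600 nm gave growth. DMSO served as background control.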
# EPAC1 agonist = activates human EPAC1 exchange factor. AID 720707. Potency, µM (highest dose often 154 µM), for the others: at the top dose activation, most hits filed as activators. actives 0.073% (n = 360,000). EPAC1 agonist qHTS, biochemical assay; response scale: 100% = response to 6.5 mM cAMP. O95398; note: nearly all actives have a fitted effect of over 60% in size
#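 Normalized to 6.5 mM cAMP, activity reflects EPAC1-catalysed release of BODIPY-GDP from Rap1B, followed kinetically over 30 min at 480 nm excitation, 540 nm emission. Reaction contained 100 nM EPAC1, 250 nM Rap1B-BODIPY-GDP, 50 uM GDP.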
# Starred values were filed as active, the others as inactive; i = inactive; u = inconclusive; x = no result given; [ ] = remark or other dose. Calls come from the whole dose curve; as a rule, active = well fitted curve in the direction sought with a large enough effect; inconclusive = small, poorly fitted or top-dose-only effect, or another doubt; inactive = no such curve, though single readings can be large; an effect the other way counts as inactive or inconclusive. Potency is the fitted concentration of half-maximal effect. An excerpt; rates above refer to the full screens.
1: CCOC(=O)Nc1cccc(NC(=O)c2ccccc2F)c1
2: COc1ccc(C(C(=O)OC(C)CN(C)C)c2ccccc2)cc1 (configuration not stated)
3: Brc1ccc(-n2cc(-c3ccccc3)c3c(NN4CCOCC4)ncnc32)cc1
4: O=C(NNC(=S)NCc1ccccc1)c1cccnc1
5: O=C(O)c1cccc(N=NN2CCCCCC2)c1
6: O=C(Nc1ccc(-c2ccccc2)cc1)c1ccccc1
7: Cc1ccc(S(=O)(=O)N(C)C)cc1NC(=O)COC(=O)CCC1CCCC1
8: Cc1ccc(NC(=O)c2ccccc2Cl)cc1-n1cnnn1

Screen / compound no. | 1 | 2 | 3 | 4 | 5 | 6 | 7 | 8
aSyn yeast inh | u | 0% | 0% | -1% | 0% | 8% | -5% | -1%
EPAC2 antag | 10% | 4% | -15% | 4% | 2% | u | -8% | -4%
TDP-43 yeast inh | 8% | 5% | -8% | 13% | 4% | u | 15% | -11%
EPAC1 antagonist | -8% | 10% | -3% | 11% | -11% | 17% | -5% | 23%
PTHR1 agonist | -7% | -9% | 0% | i | -24% | -37%[inhibitor] | -5% | i
EPAC2 ag | 6% | -7% | 18% | 4% | 7% | 5% | 13% | 0%
FUS yeast rescue | -31% | 6% | x | 7% | 10% | -2% | 27% | 11%
EPAC1 agonist | 8% | 2% | -1% | 16% | 2% | 11% | 6% | -3%

9: NC(=S)N1OC[C@@H]2COc3ccc4ccccc4c3[C@@H]21
10: COc1ccc(CCNC(=O)C2CCN(Cc3nc(-c4ccccc4F)oc3C)CC2)cc1OC
11: Brc1ccc(-c2n(-c3ccccn3)c3ccccc3[n+]2-c2ccccn2)cc1
12: O=[N+]([O-])c1cc(S(=O)(=O)N2CCCC2)ccc1OCc1ccccc1
13: CC(=O)c1ccc(-n2c(CCC(=O)O)ccc2-c2ccc(Br)cc2)cc1
14: Cc1nnc(SCC(=O)NCc2cccs2)[nH]c1=O
15: Cc1ccc(S(=O)(=O)Oc2ccccc2)cc1
16: Cc1ccc(C)c(S(=O)(=O)N2CCN(C(=O)c3ccncc3)CC2)c1

Screen / compound no. | 9 | 10 | 11 | 12 | 13 | 14 | 15 | 16
aSyn yeast inh | 4% | -2% | 5% | 18% | 8% | -13% | 11% | 1%
EPAC2 antag | -21% | -7% | u | 4% | -20% | -8% | u | -2%
TDP-43 yeast inh | 17% | 1% | -21% | -20% | 3% | -5% | 7% | 6%
EPAC1 antagonist | -11% | 0% | 18% | -10% | 15% | 5% | 1% | -1%
PTHR1 agonist | i | -5%[57.5 µM] | -11% | i | -22% | 0% | i | i
EPAC2 ag | 8% | 7% | 8% | 4% | 9% | -8% | 3% | 6%
FUS yeast rescue | 32% | u | 7% | 16% | 11% | -2% | -5% | 1%
EPAC1 agonist | 3% | 10% | -7% | -4% | 1% | 7% | 11% | 2%

17: CC(C)CNC(=O)COC(=O)c1c2c(nc3ccccc13)CCC2
18: CCOc1ccc(/C=N/Nc2ccccn2)cc1
19: CC(C)C(C)NC(=O)COc1ccc(S(=O)(=O)N2CCOCC2)cc1[N+](=O)[O-] (configuration not stated)
20: Clc1ccc(-c2csc(N/N=C/c3cccnc3)n2)c(Cl)c1
21: c1csc(CNCc2ccncc2)c1
22: O=C(Nc1cccc([N+](=O)[O-])c1)C1CC(=O)N(C2CCCCC2)C1 (configuration not stated)
23: COc1cc(/C=N/NC(=O)C(=O)NCC2CCCO2)ccc1OCC(=O)N1CCOCC1 (configuration not stated)
24: C[C@H]1CN([C@@H](C)CO)C(=O)Cc2cc(NS(=O)(=O)c3cccs3)ccc2O[C@H]1CN(C)S(=O)(=O)c1cn(C)cn1

Screen / compound no. | 17 | 18 | 19 | 20 | 21 | 22 | 23 | 24
aSyn yeast inh | 4% | -20% | 1% | -1% | -3% | -1% | -5% | -3%
EPAC2 antag | 6% | 5% | 5% | -10% | 1% | -9% | 12% | 14%
TDP-43 yeast inh | 23% | 14% | -13% | 13µM* | x | 23% | 1% | 8%
EPAC1 antagonist | 0% | -6% | 9% | -4% | -22% | 9% | -5% | -15%
PTHR1 agonist | i | -25% | i | -5% | i | -18% | i | -10%
EPAC2 ag | 4% | 8% | 2% | 1% | 7% | 0% | -5% | 5%
FUS yeast rescue | 30% | -32% | 6% | u | 33% | 7% | 0% | 13%
EPAC1 agonist | 8% | -6% | 3% | -1% | -4% | 3% | 2% | -5%

25: CN(C)C(=O)COc1ccc2c(-c3ccccc3)cc(=O)oc2c1
26: COc1cccc(NC(=O)CN(C)C(=O)c2cc(C3CC3)nn2-c2ccccc2)c1
27: COc1ccc(Cn2nnnc2C(c2cc3ccc(OC)cc3[nH]c2=O)N2CCCCCC2)cc1 (configuration not stated)
28: Cc1ccc2c(c1)N(C(=O)CCC(=O)Nc1ccccc1Br)CC(C)O2 (configuration not stated)
29: COc1cc(S(=O)(=O)NC2CCCC2)ccc1Cl
30: O=C(Nc1ccc(NC(=O)c2ccccc2Cl)nc1)c1ccco1
31: CCN(CC)C(=O)CSc1nc2c(sc(=S)n2CC)c(=O)n1-c1ccccc1
32: Cc1ccccc1Cn1c(Cc2ccccc2)nc2ccccc21

Screen / compound no. | 25 | 26 | 27 | 28 | 29 | 30 | 31 | 32
aSyn yeast inh | -1% | -2%[1.84 µM] | 14% | 2% | -5% | -7% | 18% | -3%
EPAC2 antag | -6% | 0% | 6% | -8% | 6% | 2% | 4% | -12%
TDP-43 yeast inh | -3% | -1% | -35%[inhibitor] | u | 13% | 0% | 7% | 18%
EPAC1 antagonist | -9% | 21% | 5% | -15% | 0% | -3% | -4% | -1%
PTHR1 agonist | i | u | i | i | -2% | -5% | -9%[57.5 µM] | -35%[inhibitor]
EPAC2 ag | 6% | 4% | -1% | 7% | -4% | 7% | -6% | 20%
FUS yeast rescue | -4% | 35% | u | 24% | -24% | 8% | 36% | 9%
EPAC1 agonist | -1% | -8% | 2% | 9% | -3% | 0% | -2% | 9%

33: CCc1ccc(OCC(=O)O/N=C(\N)c2ccccn2)cc1
34: O=S(=O)(Nc1cccnc1Cl)c1ccc2c(c1)OCCO2
35: CSc1ncc(CN2CCc3c([nH]c4ccccc34)C2c2cccc(O)c2)cn1 (configuration not stated)
36: Cc1nc(SCC(=O)N2CCOCC2)c2c(=O)n(C)c(=O)n(CC(C)C)c2n1
37: COCCCNC(=O)C[C@H]1C[C@H](C(=O)N2CCCCC2)[C@@]2(CCc3ccccc3)c3[nH]c4cc(-c5ccco5)ccc4c3CCN2C1=O
38: COc1ccc(C(=O)C(C)OC(=O)c2cccc(S(=O)(=O)Nc3cc(Cl)c(OC)cc3OC)c2)cc1 (configuration not stated)
39: COc1ccc(-c2noc(CCC(=O)NCCN(C)Cc3ccccc3)n2)cc1
40: CC(C)OC(=O)C1C2C=CC3(CN(Cc4cccs4)C(=O)C13)O2 (configuration not stated)

Screen / compound no. | 33 | 34 | 35 | 36 | 37 | 38 | 39 | 40
aSyn yeast inh | 15% | 4% | 1% | 1% | 26% | -3% | -1% | -5%
EPAC2 antag | 4% | 22% | -10% | -3% | 9% | 15% | 3% | 8%
TDP-43 yeast inh | 6% | -12% | -1% | -12% | 17% | -13% | -12% | -6%
EPAC1 antagonist | 0% | 14% | -4% | 6% | -12% | 7% | 3% | 6%
PTHR1 agonist | -28% | i | -22% | i | -18% | -3% | i | i
EPAC2 ag | 4% | 10% | 18% | -4% | -4% | 6% | -1% | -2%
FUS yeast rescue | 5% | 23% | 7% | 13% | u | x | -25% | 3%
EPAC1 agonist | 3% | 2% | 3% | 6% | 6% | 6% | -1% | -8%

41: Cc1ccc2[nH]c(-c3cccc(F)c3)cc(=O)c2c1
42: C[C@@H]1O[C@@H](O[C@H]2[C@H](Oc3cc(O)c4c(c3)OC(c3ccc(O)cc3)CC4=O)O[C@H](CO)[C@@H](O)[C@@H]2O)[C@H](O)[C@H](O)[C@H]1O (some centres not stated)
43: CCCCN=C(Nc1ccc(Cl)cc1)c1cccnc1
44: COC(=O)c1cc(=O)nc(NNC(C)=O)s1
45: O=C1c2cccc3c(N4CCCCC4)ccc(c23)C(=O)N1c1ccccn1
46: COC(=O)C1=C(NC(=O)COc2ccc3ccccc3c2)CCS1
47: Cn1c2ccccc2c2cc(/C=C(\NC(=O)c3ccccc3)C(=O)NCC(=O)O)ccc21
48: CCCN(Cc1nc2cc(Cl)ccc2c(=O)[nH]1)C(=O)c1ccc(S(=O)(=O)N2CCCC2)cc1

Screen / compound no. | 41 | 42 | 43 | 44 | 45 | 46 | 47 | 48
aSyn yeast inh | 7% | 1% | x | 4% | 5% | 0% | 8% | 9%
EPAC2 antag | 1% | -5% | 11% | 1% | -18%[57.1 µM] | 18% | 13% | -13%
TDP-43 yeast inh | 19% | 19% | 1% | 0% | 8% | 11% | 12% | 4%
EPAC1 antagonist | 2% | 14% | 3% | -12% | 2% | 6% | 1% | -9%
PTHR1 agonist | i | i | -13% | i | i | i | i | -29%
EPAC2 ag | 7% | -2% | 0% | 6% | -10% | 1% | 6% | -3%
FUS yeast rescue | -1% | -44% | -12% | -21% | -9% | -3% | 16% | -7%
EPAC1 agonist | 6% | -15% | 3% | 20% | 0% | -1% | 1% | -7%

49: Cc1ccccc1NC(=O)CSc1nccn1C
50: O=C(OCC(=O)N1CCc2ccccc2C1)c1cccs1
51: COc1ccc(NC(=S)NC(C)c2ccncc2)cc1OC (configuration not stated)
52: O=C(O)c1ccccc1C(=O)Nc1ccccc1NC(=O)c1ccccc1C(=O)O
53: CN(Cc1ccccc1)C(=O)CN1CCN(S(=O)(=O)c2ccccc2F)CC1

Screen / compound no. | 49 | 50 | 51 | 52 | 53
aSyn yeast inh | -8% | 5% | 3% | -11% | -4%
EPAC2 antag | x | -4% | -12% | 4% | 5%
TDP-43 yeast inh | 13% | -7% | -3%[0.397 µM] | 14% | -2%
EPAC1 antagonist | x | 7% | -10% | 4% | -6%
PTHR1 agonist | i | -22% | i | i | -18%
EPAC2 ag | x | 5% | 2% | 1% | 4%
FUS yeast rescue | -13% | 12% | 13% | -9% | -39%
EPAC1 agonist | x | 5% | -3% | -3% | 4%
